G9a block: blocks human histone lysine methyltransferase G9a; Q96KQ7; G9a H3K9 monomethylation, AlphaScreen, 2 h; Potency, µM (top dose mostly 102 µM), without a hit: top-dose activity, negative = inhibition, most hits filed as inhibitors; 350,000 compounds, 8.8% hits; AID 504332; note: % is set by controls: 0 for no effect and ±100 for the full control effect; nearly all actives have a fitted effect of over 75% in size
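Enzyme 20 nM + cpd, 15 min RT; add b-H3K9 pep 500 nM / SAM 20 uM; 2 h RT; anti-H3K9me1 Ab 0.5 ug/mL + SA donor / anti-rabbit acceptor beads 20 ug/mL each, 10 min; AlphaScreen read.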
BLM helicase inh: Bloom syndrome helicase (human) inhibition. recombinant BLM DNA unwinding, fluorescence dequenching. Potency, µM (series often up to 56.1 µM), for the others: top-dose activity change, negative = inhibition, usual class: inhibitors. 350,000 compounds, 0.2% hits. AID 2528;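 note: plate controls were vehicle for no effect and no enzyme for full effect; nearly all actives have a fitted effect of over 35% in size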
Pol kappa inh: DNA polymerase kappa (human) inhibition. purified Pol kappa, fluorescent DNA synthesis assay, 10 min. 400,000 compounds, 0.53% hits. Potency, µM (doses to about 107 µM), without a hit: top-dose activity, negative = inhibition, most hits filed as inhibitors; note: % is set by controls: 0 for no effect and ±100 for the full control effect
Target sequence (Q9UBT6 whole entry, looked up): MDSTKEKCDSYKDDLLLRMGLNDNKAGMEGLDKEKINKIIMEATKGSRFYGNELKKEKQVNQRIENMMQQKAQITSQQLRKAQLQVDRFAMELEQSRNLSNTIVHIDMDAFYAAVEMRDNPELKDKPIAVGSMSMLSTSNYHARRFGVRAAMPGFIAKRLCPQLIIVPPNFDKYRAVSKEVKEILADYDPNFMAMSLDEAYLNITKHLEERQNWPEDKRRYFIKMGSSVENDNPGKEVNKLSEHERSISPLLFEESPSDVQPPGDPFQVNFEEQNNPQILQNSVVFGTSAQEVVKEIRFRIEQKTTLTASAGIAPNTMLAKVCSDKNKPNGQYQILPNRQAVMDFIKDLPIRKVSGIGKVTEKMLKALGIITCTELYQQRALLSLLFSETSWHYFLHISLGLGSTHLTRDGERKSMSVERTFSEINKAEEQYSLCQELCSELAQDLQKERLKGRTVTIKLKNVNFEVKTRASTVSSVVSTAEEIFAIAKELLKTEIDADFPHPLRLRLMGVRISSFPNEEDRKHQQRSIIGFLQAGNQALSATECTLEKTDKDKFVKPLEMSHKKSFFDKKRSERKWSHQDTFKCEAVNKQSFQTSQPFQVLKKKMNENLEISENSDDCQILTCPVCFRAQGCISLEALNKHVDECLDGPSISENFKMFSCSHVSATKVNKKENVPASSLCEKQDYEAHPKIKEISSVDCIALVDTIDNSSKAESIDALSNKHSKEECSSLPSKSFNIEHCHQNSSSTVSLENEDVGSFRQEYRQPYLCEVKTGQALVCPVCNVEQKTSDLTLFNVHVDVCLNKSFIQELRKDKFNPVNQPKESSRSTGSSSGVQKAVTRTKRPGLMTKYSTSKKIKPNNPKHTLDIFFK
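50 nM final substrate added after 15 min RT preincubation of 10 nM Pol kappa with compound; fluorescence read at 0 and 10 min.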
BAZ2B inh: blocks human BAZ2B | Q9UIF8 | 360,000 compounds, 4.4% hits | AID 504333 | Potency, µM (top dose mostly 114 µM), for inactives: top-dose activity change, negative = inhibition, hits mostly inhibitors | AlphaScreen BAZ2B-H3K14Ac peptide displacement; note: % is set by controls: 0 for no effect and ±100 for the full control effect; nearly all actives have a fitted effect of over 60% in size
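AlphaScreen luminescence quantifies BAZ2B engagement of H3K14Ac peptide; the protein and biotinylated peptide are both at 50 nM final, buffer PBS pH 7.4 with 0.01% Tween-20, all steps at room temperature.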
APEX1 inh: blocks human APE1 abasic DNA cleavage; P27695; recombinant APE1, TAMRA/BHQ-2 abasic DNA cleavage fluorescence; Potency, µM (series often up to 65.8 µM), inactives show top-dose activity change, negative = inhibition, most hits filed as inhibitors; 350,000 compounds, 0.35% hits; AID 2517;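 note: plate controls were vehicle for no effect and reference inhibitor for full effect; nearly all actives have a fitted effect of over 55% in size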
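Quantitative HTS: incision of a TAMRA/BHQ-2 double-stranded substrate bearing a tetrahydrofuran abasic site by 0.75 nM APE1 raises fluorescence. Substrate 50 nM final, added after 15 min compound preincubation at room temperature; progress as third-minus-first kinetic read difference.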
Pol iota inh: blocks human DNA polymerase iota activity | Pol iota fluorescent replication assay, 10 min | Potency, µM (top dose mostly 115 µM), for the others: at the highest dose activity, negative = inhibition, actives largely listed as inhibitors | 390,000 compounds, 1% hits | AID 588590
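Pol iota at 10 nM preincubated 15 min with compounds at room temperature; reaction started with fluorescent substrate, 50 nM final. Fluorescence read kinetically at 0 and 10 min; buffer-only wells as negative control.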
POLH inh: blocks human DNA polymerase eta activity | recombinant Pol eta, fluorescent DNA replication assay | Q9Y253 | 390,000 compounds, 1.2% hits | Potency, µM (doses to about 114 µM), for inactives: top-dose activity change, negative = inhibition, hits mostly inhibitors; note: % is set by controls: 0 for no effect and ±100 for the full control effect
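Fluorescent replication assay: 50 nM final substrate added after a 15 min room-temperature compound preincubation with 10 nM enzyme. Signal taken at 0 min and again at 10 min.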
Pol beta inh: blocks human DNA polymerase beta activity. P06746. 340,000 compounds, 1.3% hits. Pol beta primer extension/strand displacement, fluorescence kinetic. AID 485314. Potency, µM (top dose mostly 114 µM), for inactives: at the top dose activity change, negative = inhibition, usual class: inhibitors; note: % is set by controls: 0 for no effect and ±100 for the full control effect
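Preincubation: enzyme (10 nM) with compound, 15 min, RT. Reaction: substrate added to 50 nM final. Reads: 0 and 10 min. Analysis: normalized, Hill fit.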
JMJD2A Tudor inh: inhibitors of human JMJD2A Tudor domain | AID 504339 | AlphaScreen JMJD2A-Tudor / H3K4me3 peptide binding | 390,000 compounds, 4.4% hits | Potency, µM (top dose mostly 114 µM), for the others: at the top dose activity change, negative = inhibition, usual class: inhibitors; note: % is set by controls: 0 for no effect and ±100 for the full control effect; nearly all actives have a fitted effect of over 50% in size
The depositor's hits bear a star; & = joins results of further samples; [ ] = another dose, or the depositor's remark. Calls come from the whole dose curve; as a rule, active = well fitted curve in the direction sought with a large enough effect; inconclusive = small, poorly fitted or top-dose-only effect, or another doubt; inactive = no such curve, though single readings can be large; an effect the other way counts as inactive or inconclusive. Potency is the fitted concentration of half-maximal effect. A portion of the library; count on the stated rates, not on these rows.

Screening COc1ccc(Cn2nnnc2C(c2ccccc2Cl)N2CCN(C)CC2)cc1 (stereo not given) returned G9a block -47%[12.7 µM], BLM helicase inh 3%, Pol kappa inh -6%, BAZ2B inh -13%, APEX1 inh -1%, Pol iota inh 4%, POLH inh -7%, Pol beta inh 0% and JMJD2A Tudor inh -36%.
`COc1ccc(Cl)cc1-c1ccc(C(=O)O)s1` gave G9a block 6%, BLM helicase inh 6%[120 µM], Pol kappa inh -13% and APEX1 inh -3%[120 µM].
`COc1cc(C(O)c2nc3ccccc3s2)cc(OC)c1OC` (stereo not given) gave G9a block -2%[12.7 µM], BLM helicase inh -2%, Pol kappa inh -4%, BAZ2B inh -2%, APEX1 inh -1%, Pol iota inh 5%, POLH inh 0%, Pol beta inh 57% and JMJD2A Tudor inh -5%.
Screening COc1ccc(Cl)cc1S(=O)(=O)N1CCN(C(=O)c2ccco2)CC1 returned G9a block -17%[59 µM], BLM helicase inh 3%, Pol kappa inh 1%, BAZ2B inh 3%, APEX1 inh -8%, Pol iota inh 3%, POLH inh -18%, Pol beta inh 3% and JMJD2A Tudor inh -6%.
Screening Cc1nc(NC(=O)/C=C/c2ccccc2)sc1C(=O)N1CCCCC1 returned G9a block -6%[12.7 µM], BLM helicase inh -1%, Pol kappa inh -18%, BAZ2B inh inconclusive, APEX1 inh -5%, Pol iota inh -9%, POLH inh -10%, Pol beta inh -28% and JMJD2A Tudor inh -16%.
`Cc1ccc(OCC(=O)NNC(=O)CCC(=O)NCc2ccccc2)cc1` gave G9a block inconclusive, BLM helicase inh -1%, Pol kappa inh 4%, BAZ2B inh 5%, APEX1 inh 2%, Pol iota inh 0%, POLH inh -7%, Pol beta inh 24% and JMJD2A Tudor inh -20%.
`N#Cc1ccc(NC(=O)c2cccs2)nc1` gave G9a block 2%, BLM helicase inh -3%, Pol kappa inh 10%, BAZ2B inh -9%, APEX1 inh 36%, Pol iota inh -10%, POLH inh -12%, Pol beta inh 26% and JMJD2A Tudor inh -8%.
For CNC(=O)c1sc(=S)n(-c2ccc(OC)cc2)c1N the results were G9a block 5%, BLM helicase inh 1%, Pol kappa inh -1%, BAZ2B inh -32%, APEX1 inh 4%, Pol iota inh 14%, POLH inh -11%, Pol beta inh 0% and JMJD2A Tudor inh -15%.
Screening CN(C)c1ccc(C2CNC(c3ccc(Cl)c([N+](=O)[O-])c3)c3[nH]c4ccccc4c32)cc1 (stereo not given) returned G9a block inconclusive, BLM helicase inh -11%, Pol kappa inh 1%, BAZ2B inh 10µM*, APEX1 inh -4%, Pol iota inh inconclusive, POLH inh -17%, Pol beta inh 17% and JMJD2A Tudor inh 35µM*.
`Nc1ncnc2c1ncn2[C@@H]1O[C@H](CNCC(O)CO)[C@@H](O)[C@H]1O` (stereo not given in full) gave Pol kappa inh 1%, APEX1 inh 12%, Pol iota inh 27%, POLH inh 1% and JMJD2A Tudor inh -11%.
Screening O=C(Nc1cccc(S(=O)(=O)N2CCCCC2)c1)c1ccc(Cl)nc1 returned Pol kappa inh -5%, APEX1 inh -1%, Pol iota inh -21%, POLH inh -3% and JMJD2A Tudor inh -32%.
COc1ccc(S(=O)(=O)NCC(c2ccc(N(C)C)cc2)N2CCCC2)cc1 (stereo not given) was read as G9a block 1%[12.7 µM], BLM helicase inh 3%, Pol kappa inh -5%[60.1 µM], BAZ2B inh inconclusive, Pol iota inh -5%, POLH inh 4%, Pol beta inh 2% and JMJD2A Tudor inh inconclusive.
Screening Cc1cccc2cc(COC(=O)c3ccco3)c(=O)[nH]c12 returned G9a block -20%[12.7 µM], BLM helicase inh -2%, Pol kappa inh -1%, BAZ2B inh 16%, APEX1 inh 2%, Pol iota inh 36%[activator], POLH inh -6%, Pol beta inh -1% and JMJD2A Tudor inh -2%.
COc1c2ccoc2cc2oc(=O)ccc12 was read as BLM helicase inh 4%&-8%, Pol kappa inh -19%, APEX1 inh -21%&-4%&-7%&5%, Pol iota inh -6%, POLH inh 2% and JMJD2A Tudor inh -19%.
CCN(CC)S(=O)(=O)c1cc(NS(=O)(=O)c2cccc(Cl)c2)ccc1C was read as G9a block 20%[59 µM], BLM helicase inh -1%, Pol kappa inh -9%, BAZ2B inh -6%, APEX1 inh -2%, Pol iota inh 19%, POLH inh -7%, Pol beta inh -12% and JMJD2A Tudor inh -17%.
`O=C(O)C1=C[C@@H](C2CCCCC2)C[C@@H](OCc2ccc(CO)cc2)O1` gave G9a block 18%[59 µM], BLM helicase inh 4%, Pol kappa inh -1%, BAZ2B inh -6%, APEX1 inh 14%, Pol iota inh 15%, POLH inh -5%, Pol beta inh 35% and JMJD2A Tudor inh -19%.
Screening COc1cccc(CNS(=O)(=O)c2ccc(-c3cc(C(F)(F)F)on3)s2)c1 returned G9a block 7%[59 µM], BLM helicase inh -6%, Pol kappa inh -4%, BAZ2B inh 11%, Pol iota inh 8%, POLH inh -23%, Pol beta inh -8% and JMJD2A Tudor inh -11%.
O=C(CCC1N=C2c3ccccc3N=C(SCc3ccc(F)cc3)N2C1=O)NCc1cccs1 (stereo not given) was read as G9a block -1%[59 µM], BLM helicase inh -2%, Pol kappa inh -2%[60.1 µM], BAZ2B inh -10%, Pol iota inh 9%, POLH inh -15%, Pol beta inh 0% and JMJD2A Tudor inh -23%.
`Cc1[nH]c2ccccc2c1C(=O)COC(=O)Cn1c(C(F)(F)F)nc2ccccc21` gave G9a block 6%[59 µM], BLM helicase inh 0%, Pol kappa inh -4%, BAZ2B inh 3%, APEX1 inh -4%, Pol iota inh 0%, POLH inh -15%, Pol beta inh 6% and JMJD2A Tudor inh -2%.
Screening Cc1c(CCOC(=O)CC23CC4CC(CC(C)(C4)C2)C3)sc[n+]1CC(=O)c1ccccc1 returned G9a block 0%, BLM helicase inh 1%, Pol kappa inh -16%, BAZ2B inh -20%, APEX1 inh 11%, Pol iota inh 0%, POLH inh -9%, Pol beta inh -14% and JMJD2A Tudor inh -36%.

The closing two compounds of the part before lead into the next:
`Cc1[nH]c2ccccc2c1C(=O)COC(=O)Cn1c(C(F)(F)F)nc2ccccc21` gave G9a block 6%[59 µM], BLM helicase inh 0%, Pol kappa inh -4%, BAZ2B inh 3%, APEX1 inh -4%, Pol iota inh 0%, POLH inh -15%, Pol beta inh 6% and JMJD2A Tudor inh -2%.
Screening Cc1c(CCOC(=O)CC23CC4CC(CC(C)(C4)C2)C3)sc[n+]1CC(=O)c1ccccc1 returned G9a block 0%, BLM helicase inh 1%, Pol kappa inh -16%, BAZ2B inh -20%, APEX1 inh 11%, Pol iota inh 0%, POLH inh -9%, Pol beta inh -14% and JMJD2A Tudor inh -36%.
`O=C(COC(=O)C1=COCCO1)Nc1ccccc1` gave G9a block 9%, BLM helicase inh 0%, Pol kappa inh -22%, BAZ2B inh 7%, APEX1 inh 25%, Pol iota inh 26%, POLH inh -1%, Pol beta inh -23% and JMJD2A Tudor inh -14%.
`O=C(Nc1nc2ccccc2s1)c1ccc(N2CCCCC2)c([N+](=O)[O-])c1` gave G9a block inconclusive, BLM helicase inh -8%, Pol kappa inh 2%, BAZ2B inh 10µM*, APEX1 inh -2%, Pol iota inh 13%, POLH inh -13%, Pol beta inh 2% and JMJD2A Tudor inh inconclusive.
`COC(=O)c1ccc2c(=O)n(CCCCCC(=O)O)c(=S)[nH]c2c1` gave G9a block 45µM*, BLM helicase inh -2%, Pol kappa inh -16%, BAZ2B inh -28%, APEX1 inh 2%, Pol iota inh -4%, POLH inh -9%, Pol beta inh 6% and JMJD2A Tudor inh 50µM*.
Cc1ccc(C(C)C)c(OCCCN2CCc3ccccc3C2)c1 was read as BLM helicase inh 1%, Pol kappa inh -5%, BAZ2B inh 6%, APEX1 inh -11%, Pol iota inh 10%, POLH inh -29%, Pol beta inh -6% and JMJD2A Tudor inh 26%.
Screening CC(C)NC(=O)c1ccc(COc2ccc(C(C)(C)C)cc2)o1 returned G9a block 26%, BLM helicase inh -6%, Pol kappa inh -9%, BAZ2B inh -3%, APEX1 inh -11%, Pol iota inh -14%, POLH inh -5%, Pol beta inh -23% and JMJD2A Tudor inh 2%.
Screening Cc1ccc(CS(=O)(=O)Cc2ccc(C(=O)NC3CCCC3)o2)cc1 returned BLM helicase inh -1%, Pol kappa inh -19%, BAZ2B inh -1%, APEX1 inh 11%, Pol iota inh -8%, POLH inh 0%, Pol beta inh 19% and JMJD2A Tudor inh -5%.
For COCCN1C=C2C(=O)C(C)(OC(=O)CCC(=O)OC)C(=O)C(Br)=C2C=C1c1ccc(OC)cc1 (stereo not given) the results were BLM helicase inh -17%[12.4 µM], Pol kappa inh -20%, APEX1 inh -4%[12.4 µM], Pol iota inh inconclusive, POLH inh inconclusive and JMJD2A Tudor inh inconclusive.
CC(C)CN1C=C2C(=O)C(C)(OC(=O)C3CCCC3)C(=O)C=C2C=C1c1ccsc1 (stereo not given) was read as G9a block -3%[59 µM], BLM helicase inh -1%[12.4 µM], Pol kappa inh -20%, BAZ2B inh inconclusive, APEX1 inh -2%[12.4 µM], Pol iota inh inconclusive, POLH inh -2%, Pol beta inh -10% and JMJD2A Tudor inh inconclusive.
For CCOCCCn1c(C)nc2c(c1=O)c1nc3ccccc3nc1n2-c1ccc2c(c1)OCCO2 the results were G9a block 3%, BLM helicase inh 0%, Pol kappa inh -4%, BAZ2B inh 0%, APEX1 inh 1%, Pol iota inh -18%[58.9 µM], POLH inh -23%, Pol beta inh -1% and JMJD2A Tudor inh -1%.
`Cc1ccc(S(=O)(=O)NC(CN2CCOCC2)=NCCNS(=O)(=O)c2ccccc2)cc1` gave G9a block inconclusive, BLM helicase inh -6%, Pol kappa inh -6%, BAZ2B inh 26%, APEX1 inh -2%, Pol iota inh 20%, POLH inh -17%, Pol beta inh 8% and JMJD2A Tudor inh -14%.
Cc1ccc(S(=O)(=O)N2CCOCC2)cc1NC(=O)Cn1nc(C)c([N+](=O)[O-])c1C was read as G9a block -5%, Pol kappa inh -6%, BAZ2B inh -4%, APEX1 inh -8%, Pol iota inh 8%, POLH inh -5% and JMJD2A Tudor inh -12%.

High-throughput results: PubChem BioAssay, National Center for Advancing Translational Sciences (NCATS)
